# Screens deposited in PubChem by NMMLSC.
# Bcl-2 Bim block = human Bim-Bcl-2 interaction inhibition | inhibition, % at 10 µM | P10415 | Bead-based flow cytometry, Bim peptide-Bcl-2 binding | 190,000 compounds, 0.06% hits; in the data active means inhibition above about 40%; inconclusive means no clear call, values can overlap the other calls;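 further: 0% = no compound wells with probe peptide and 100% = reference peptide inhibitor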
# RGS7-Gao reg = regulators of human RGS7-Galphao interaction; P09471; Multiplexed bead flow cytometry, RGS7-Galphao binding; actives lie on both sides; binding response (% of control), % at 10 µM; 220,000 compounds, 0.35% hits; AID 1439; in the data active means binding response below about 49% or above about 150%; inconclusive means no clear call, values can overlap the other calls; inactive means in between;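 further: fluorescent Galphao held in activated GDP-AlF4 state binding bead-coupled RGS7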
# Bcl-W Bim block = disrupts Bim peptide binding to human Bcl-W; Q92843; bead-based flow cytometry; inhibition, % at 10 µM; 190,000 compounds, 0.02% hits;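 further: 0% = bound tracer without compound and 100% = peptide blocker; higher means less fluorescent Bim peptide bound to Bcl-W beads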
# Target sequence (Q92843 whole entry, looked up): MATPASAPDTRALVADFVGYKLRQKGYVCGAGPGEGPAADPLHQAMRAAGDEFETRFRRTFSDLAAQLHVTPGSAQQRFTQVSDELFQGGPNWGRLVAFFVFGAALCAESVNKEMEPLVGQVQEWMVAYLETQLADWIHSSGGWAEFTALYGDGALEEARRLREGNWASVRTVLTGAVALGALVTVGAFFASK
# Bim-Bfl-1 = inhibitors of Bim-Bfl-1 interaction, human; Bead-based flow cytometry, Bim-Bfl-1 binding inhibition; inhibition, % at 10 µM; Q16548; AID 1008; 190,000 compounds, 0.12% hits;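 further: 0% = wells without compound plus tracer and 100% = blocker peptide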
# Bcl-XL Bim block = disrupts Bim peptide binding to human Bcl-XL | Q07817 | bead flow cytometry, fluorescence | inhibition, % at 10 µM | 190,000 compounds, 0.04% hits | AID 1007
# GSH fluor = GSH bead compound fluorescence profile. GSH beads flow cytometry, compound fluorescence 488/530 nm; active compounds read high. fluorescence (KMESF) at 10 µM. 190,000 compounds, 0.25% hits. AID 1776; in the data active means fluorescence above about 89;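 further: glutathione beads carrying GST-tagged Bcl family fusion proteins plus one bare bead set; values are compound well signal with DMSO vehicle wells as background; inactives centre near 16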
# RGS8-Gao = modulates binding of RGS8 to human Galphao. P09471. multiplexed bead flow cytometry; actives lie on both sides. response (percent of control binding), % at 10 µM. 220,000 compounds, 0.34% hits. AID 1423; in the data active means response below about 60% or above about 140%; inactive means in between;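 further: Galphao activated as the GDP aluminium fluoride complex binding bead-coupled RGS8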
# RGS4-Gao reg = modulates binding of RGS4 to human Galphao; binding response (% of control), % at 10 µM; AID 1415; 220,000 compounds, 0.33% hits; P09471; Multiplexed bead flow cytometry; actives lie on both sides; in the data active means binding response below about 49% or above about 150%; inactive means in between;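 further: fluorescent Galphao activated with aluminum fluoride binding bead-coupled RGS4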
# Bcl-B Bim block = disrupts Bim peptide binding to human Bcl-B | inhibition, % at 10 µM | 190,000 compounds, 0.073% hits | bead-based flow cytometry | Q9HD36;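 further: 0% = tracer peptide without compound and 100% = reference inhibitor peptide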
# Target sequence (Q9HD36 whole entry, looked up): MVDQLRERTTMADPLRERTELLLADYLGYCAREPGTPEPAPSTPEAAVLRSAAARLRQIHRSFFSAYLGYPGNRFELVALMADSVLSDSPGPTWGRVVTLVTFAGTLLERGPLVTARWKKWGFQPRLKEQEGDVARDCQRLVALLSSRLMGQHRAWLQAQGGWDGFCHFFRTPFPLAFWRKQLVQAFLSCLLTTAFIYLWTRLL
# ABCG2 inh = human ABCG2 inhibition, ABCB1 as counter-screen; Q9UNQ0; IgMXP3 cells, JC-1 efflux, flow cytometry; inhibition, % at 6.6 µM; 190,000 compounds, 0.1% hits; AID 1325;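 active means inhibition above 80%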;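 further: 0% = DMSO and 100% = nicardipine control wells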
# Target sequence (Q9UNQ0 whole entry, looked up): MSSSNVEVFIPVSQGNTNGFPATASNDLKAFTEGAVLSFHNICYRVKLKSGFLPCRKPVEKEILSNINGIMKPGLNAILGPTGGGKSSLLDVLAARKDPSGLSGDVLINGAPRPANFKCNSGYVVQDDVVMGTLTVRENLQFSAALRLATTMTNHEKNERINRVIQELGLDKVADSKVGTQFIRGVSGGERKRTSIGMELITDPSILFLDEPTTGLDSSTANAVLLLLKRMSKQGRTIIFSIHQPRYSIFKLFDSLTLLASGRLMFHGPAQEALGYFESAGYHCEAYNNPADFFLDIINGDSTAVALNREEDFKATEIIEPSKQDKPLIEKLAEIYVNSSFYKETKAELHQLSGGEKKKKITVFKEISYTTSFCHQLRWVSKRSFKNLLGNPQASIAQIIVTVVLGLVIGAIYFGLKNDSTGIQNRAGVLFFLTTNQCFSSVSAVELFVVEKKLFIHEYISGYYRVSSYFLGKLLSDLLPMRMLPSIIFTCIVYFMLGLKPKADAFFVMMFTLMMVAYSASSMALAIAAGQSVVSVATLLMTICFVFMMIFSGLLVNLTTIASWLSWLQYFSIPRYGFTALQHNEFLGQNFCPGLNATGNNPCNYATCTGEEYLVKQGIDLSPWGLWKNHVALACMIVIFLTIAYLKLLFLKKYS
#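 Assay system – ABCG2 IgMXP3 and barcoded ABCB1 CCRF-Adr cell mix · Input – 3 million cells/mL in well · Reagent – JC-1 fluorescent substrate · Compound – single test compound dose, 6.6 µM final · Timing – 10 min exposure at 25 °C with rotation, no wash · Detection – flow cytometry of retained JC-1 fluorescence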
# ABCB1 block = human ABCB1 inhibition, ABCG2 as counter-screen | P08183 | CCRF-Adr cells, JC-1 efflux, flow cytometry | inhibition, % at 6.6 µM | 190,000 compounds, 0.067% hits | AID 1326; in the data active means inhibition above about 40%;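 further: 0% = vehicle and 100% = reference inhibitor; higher value means more JC-1 retained so stronger ABCB1 efflux block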
# Starred values were filed as active, the others as inactive; ? = inconclusive; . = no result given. Unless noted, no stated cut-off is given here; in the data, active means inhibition above about 40%. Hits appear at their usual frequency. Share with any hit: about 1.1%.
SMILES,Bcl-2 Bim block,RGS7-Gao reg,Bcl-W Bim block,Bim-Bfl-1,Bcl-XL Bim block,GSH fluor,RGS8-Gao,RGS4-Gao reg,Bcl-B Bim block,ABCG2 inh,ABCB1 block
CCC(=O)Nc1ccc(-c2csc(NNC(C)=O)n2)cc1,5.0,110.6,17.0,17.0,22.0,9,105.5,110.5,10.0,0.9,0.4
CO/N=C(/CS(=O)(=O)c1ccc(C)cc1)c1ccc(OC)cc1,-1.0,99.5,-2.0,0.0,0.0,24,100.0,99.8,-2.0,1.7,0.8
COC(=O)c1c(NC(=O)CSc2nnc(CNc3ccc(Cl)cc3)o2)sc(C)c1C,0.0,82.3,-3.0,-1.0,-4.0,11,86.3,84.8,-2.0,3.2,0.9
COc1ccc2nc(Nc3sc4c(c3C(N)=O)CCCC4)sc2c1,2.0,92.4,2.0,35.0,-2.0,11,89.6,92.8,-23.0,-10.1,-1.1
O=C(Nc1ccc(C(=O)N2CCOCC2)cc1)c1cnn2c(C(F)F)cc(-c3ccccc3)nc12,-7.0,99.9,-2.0,-11.0,-3.0,50,100.1,100.4,-4.0,0.1,0.7
CC(C)(C)n1nc2c(c1NC(=O)c1ccc(Br)o1)CS(=O)C2 (configuration not stated),-2.0,101.2,-2.0,-2.0,0.0,31,99.5,103.6,-1.0,5.0,0.0
NS(=O)(=O)c1ccc(-n2cccc2C=O)cc1,-4.0,?,-2.0,-4.0,-4.0,12,104.3,100.9,-3.0,1.6,0.8
COc1ccccc1N(CC(=O)NCCSc1ccc(Cl)cc1)S(C)(=O)=O,-2.0,97.4,0.0,-3.0,0.0,9,98.0,93.3,0.0,8.9,0.5
Cc1cc2c(cc1C)-c1nnnn1C(C)(C)C2,-12.0,99.8,0.0,-13.0,-13.0,29,103.3,103.7,-7.0,1.6,0.8
O=C(CSCc1cccc(F)c1)N1CCN(c2ccccc2)CC1,-8.0,102.5,3.0,-10.0,6.0,55,100.7,100.6,-6.0,0.8,0.3
COc1ccccc1CN1CCSCC1,-4.0,98.0,0.0,-8.0,-8.0,20,98.2,97.8,-5.0,1.3,0.1
Cc1ccc(NC(=O)CCNS(=O)(=O)c2cccc3nonc23)cc1Cl,1.0,98.0,1.0,-1.0,0.0,13,103.6,101.7,-2.0,13.0,1.0
CCN(CC)S(=O)(=O)c1ccc(C)c(NS(=O)(=O)c2cc(/C=C/C(=O)O)cc(OC)c2OC)c1,-2.0,?,0.0,-7.0,-3.0,14,98.7,100.0,-7.0,10.2,1.4
O=C(Cc1cccc2ccccc12)Nc1ccc(N2CCOCC2)cc1,-4.0,69.8,0.0,-12.0,-5.0,17,74.3,95.6,-6.0,-0.3,-0.1
CCCc1cc(=O)[nH]c(Nc2ccc(Cl)cc2)n1,-3.0,99.7,-4.0,1.0,-4.0,13,102.0,100.5,-6.0,30.4,1.2
O=C(NCC(c1ccco1)N1CCOCC1)c1cccc([N+](=O)[O-])c1 (configuration not stated),-4.0,104.1,0.0,-4.0,-1.0,16,101.4,102.7,-4.0,6.0,1.1
C(=C\c1ccccc1)/CN1CCN(C(c2ccccc2)c2ccccc2)CC1,4.0,98.0,-1.0,0.0,-1.0,19,95.0,93.1,-5.0,-0.2,1.0
CN(C)S(=O)(=O)c1cc(NC(=O)c2cc(=O)[nH]c3ccccc23)ccc1Cl,-4.0,?,-3.0,-8.0,-6.0,16,97.9,97.8,-9.0,-2.5,0.1
COc1ccc2c(c1)CCc1c(C(=O)N3CCCc4ccccc43)noc1-2,-2.0,101.0,-2.0,-2.0,1.0,24,102.7,103.6,-2.0,11.1,3.8
CCc1cccc(CC)c1NC(=S)NCC(c1cccnc1)N1CCOCC1 (configuration not stated),-5.0,98.2,-5.0,-11.0,-9.0,16,98.6,94.7,-9.0,3.8,1.0
CC1CCOC2(O1)C(=O)Nc1ccccc12 (configuration not stated),-1.0,102.3,-5.0,-5.0,-1.0,15,100.5,98.5,-7.0,0.1,0.2
CCOc1cc2c(cc1/C=C(/C#N)c1ccc(C(=O)O)cc1)OCO2,1.0,99.4,0.0,-6.0,-5.0,12,105.3,106.1,-2.0,24.5,0.0
Cc1ccc(NC(=O)c2nc[nH]c2C(=O)N[C@@H](C)c2ccccc2)cc1,-7.0,101.2,1.0,-4.0,-2.0,17,101.1,98.9,-5.0,7.3,0.9
COc1ccc(-n2c(CCc3ccccc3)nnc2SCC(=O)c2ccc(Cl)cc2)cc1,-11.0,101.8,-4.0,-9.0,-8.0,10,102.2,101.3,-14.0,19.3,1.3
CC(=O)c1ccc(OCC(O)CN2CCN(CCN3C(=O)c4cccc5cccc(c45)C3=O)CC2)cc1 (configuration not stated),-4.0,102.8,-5.0,-17.0,-8.0,13,100.8,100.3,-12.0,5.5,2.2
O=C(CCSCCC(=O)NCC1CCCO1)NCC1CCCO1 (configuration not stated),-10.0,101.8,-1.0,-9.0,-4.0,14,99.2,99.4,-8.0,8.5,0.9
CC1CCN(c2nc3c(c(=O)[nH]c(=O)n3C)n2Cc2ccccc2)CC1,-8.0,106.0,2.0,-13.0,-6.0,22,105.5,104.5,-8.0,0.1,0.0
O=C(CN(C(=O)CCC(=O)Nc1nccs1)c1ccc(F)cc1)NCc1ccco1,-12.0,94.1,-1.0,-13.0,3.0,35,100.0,98.8,-8.0,0.6,0.1
COc1cc(NC(=O)CN2CCCCC2C)c(C)cc1[N+](=O)[O-] (configuration not stated),1.0,94.6,-3.0,1.0,-5.0,6,94.8,97.0,-4.0,12.4,0.4
COc1ccc(CCNC(=O)c2ccc3c(c2)OCCO3)cc1,1.0,99.7,0.0,0.0,1.0,17,99.4,101.8,-2.0,3.0,0.4
CCCNc1c(N)n(-c2ccccc2)c(=O)[nH]c1=O,-10.0,103.6,-3.0,-16.0,-9.0,24,104.5,102.6,-7.0,14.0,1.7
CC(C)c1ccc(NS(=O)(=O)c2cn(C)c(=O)n(C)c2=O)cc1,-6.0,95.4,0.0,-14.0,-5.0,24,100.7,97.9,-7.0,0.2,0.3
CC(C)C(=O)Nc1ccc(C(=O)NNC(=O)c2ccco2)cc1,-11.0,106.8,-1.0,-12.0,-6.0,14,105.4,106.1,-14.0,-0.4,-0.1
CCOc1ccc(C(=O)O/N=C(\N)c2ccc([N+](=O)[O-])cc2)cc1OCC,-5.0,99.2,-5.0,3.0,-6.0,10,90.2,95.9,-4.0,28.4,0.0
O=c1cc(N2CCCCC2)c(-c2ccccc2)nn1Cc1ccc(Cl)cc1Cl,-3.0,99.9,0.0,-3.0,1.0,24,99.5,102.2,-2.0,0.6,0.2
COC(=O)C1=C(C)OC(N)=C(C#N)C1c1cccnc1 (configuration not stated),-4.0,95.8,-2.0,-10.0,3.0,34,98.7,97.5,-6.0,-0.4,0.3

# The last 6 entries of the part before open the next one.
SMILES,Bcl-2 Bim block,RGS7-Gao reg,Bcl-W Bim block,Bim-Bfl-1,Bcl-XL Bim block,GSH fluor,RGS8-Gao,RGS4-Gao reg,Bcl-B Bim block,ABCG2 inh,ABCB1 block
CCCNc1c(N)n(-c2ccccc2)c(=O)[nH]c1=O,-10.0,103.6,-3.0,-16.0,-9.0,24,104.5,102.6,-7.0,14.0,1.7
CC(C)c1ccc(NS(=O)(=O)c2cn(C)c(=O)n(C)c2=O)cc1,-6.0,95.4,0.0,-14.0,-5.0,24,100.7,97.9,-7.0,0.2,0.3
CC(C)C(=O)Nc1ccc(C(=O)NNC(=O)c2ccco2)cc1,-11.0,106.8,-1.0,-12.0,-6.0,14,105.4,106.1,-14.0,-0.4,-0.1
CCOc1ccc(C(=O)O/N=C(\N)c2ccc([N+](=O)[O-])cc2)cc1OCC,-5.0,99.2,-5.0,3.0,-6.0,10,90.2,95.9,-4.0,28.4,0.0
O=c1cc(N2CCCCC2)c(-c2ccccc2)nn1Cc1ccc(Cl)cc1Cl,-3.0,99.9,0.0,-3.0,1.0,24,99.5,102.2,-2.0,0.6,0.2
COC(=O)C1=C(C)OC(N)=C(C#N)C1c1cccnc1 (configuration not stated),-4.0,95.8,-2.0,-10.0,3.0,34,98.7,97.5,-6.0,-0.4,0.3
O=C(Nc1nc2ccccc2[nH]1)C1CCCO1 (configuration not stated),-3.0,102.4,0.0,-6.0,0.0,6,96.8,100.6,-3.0,0.1,0.1
CCc1nnc(NC(=O)c2ccc(S(=O)(=O)N3CCc4ccccc4C3)cc2)s1,3.0,103.8,0.0,3.0,-1.0,7,98.2,97.3,0.0,0.1,0.3
O=C(Nc1ccc2c(c1)OCCO2)c1ccncc1,-3.0,104.4,-3.0,1.0,-2.0,12,99.5,100.7,-4.0,1.1,0.1
COc1cccc(NC(=O)CSc2nc3n[nH]c(C)c3c(=N)n2-c2cccc(OC)c2)c1,0.0,100.4,6.0,0.0,8.0,13,102.1,104.4,7.0,-0.8,-0.3
CC(C)CN1C(=O)/C(=C/c2ccco2)NC1=S,11.0,99.6,6.0,47.0*,3.0,7,98.5,97.4,-23.0,-4.8,.
COCCCNC(=O)CN1CCN(Cc2ccc(Cl)cc2)C1=O,-6.0,119.5,4.0,-10.0,0.0,20,119.4,116.6,-3.0,-1.6,-1.8
COc1ccccc1N1CCN(CC(=O)c2c(C)[nH]c3cc(C)ccc23)CC1,0.0,99.5,0.0,0.0,1.0,31,101.0,101.5,-1.0,31.8,2.9
Cc1ccc(S(=O)(=O)Nc2ccccc2-c2ccccc2NS(=O)(=O)c2ccc(C)cc2)cc1,0.0,93.6,3.0,-3.0,2.0,5,93.5,95.4,-1.0,-0.2,0.3
COc1ccc(S(=O)(=O)N(CC(=O)NC2CC2)C2CCCCC2)cc1Cl,-8.0,101.5,1.0,-18.0,-6.0,26,100.9,101.2,-6.0,30.4,2.6
COC(=O)CCCCCN1C(=O)NC(c2ccccc2)C(C(=O)OCc2ccccc2)=C1C (configuration not stated),-2.0,105.0,-5.0,-1.0,-1.0,17,102.7,104.1,-2.0,25.2,12.5
CCN(c1nc(C)cc(OC)n1)S(=O)(=O)c1ccccc1,-1.0,98.3,-1.0,-1.0,-3.0,24,101.0,103.6,-3.0,2.4,0.2
CC(CN1C(C)CCCC1C)OC(=O)c1ccc(Cl)cc1 (configuration not stated),-1.0,97.7,-2.0,-3.0,-7.0,14,101.8,98.6,-6.0,-1.0,-0.1
C=CCSc1nc2sc(C)c(C)c2c(=O)n1N,-1.0,101.7,-6.0,0.0,-7.0,9,108.5,103.1,-5.0,1.7,0.1
O=C(CN1CCN(c2ccccc2O)CC1)NC(=O)NCc1ccco1,-1.0,130.7,-6.0,-2.0,-2.0,10,99.4,105.0,-2.0,4.3,0.5
C=CCSc1nc2c(cnn2-c2ccc(C)c(C)c2)c(=O)[nH]1,-7.0,107.6,-1.0,-8.0,-1.0,19,102.3,103.1,-3.0,4.4,0.6
Nc1nccc(-c2cccs2)n1,-1.0,?,1.0,-3.0,0.0,13,99.5,100.7,0.0,-0.4,0.5
Cc1cc(=O)[nH]c(SCC(=O)c2ccc(C(C)C)cc2)n1,-6.0,103.5,0.0,-9.0,-4.0,12,102.1,103.9,-7.0,-5.1,-4.8
Cc1ccc(CC(=O)N2CCN(c3cccc(C(F)(F)F)c3)CC2)cc1,-1.0,99.3,0.0,0.0,0.0,23,99.7,101.0,0.0,2.3,0.5
